# Screening results deposited in PubChem BioAssay by several laboratories.
# RGS8-Gao = regulators of human RGS8-Galphao interaction; hit rate 0.34% among 220,000; multiplexed bead flow cytometry, RGS8-Galphao binding; actives lie on both sides; response (percent of control binding), % at 10 µM; AID 1423; P09471; in the data active = response below about 60% or above about 140%; inactive = in between;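 note: Galphao activated as the GDP aluminium fluoride complex binding bead-coupled RGS8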
# Target sequence (P09471 whole entry, looked up): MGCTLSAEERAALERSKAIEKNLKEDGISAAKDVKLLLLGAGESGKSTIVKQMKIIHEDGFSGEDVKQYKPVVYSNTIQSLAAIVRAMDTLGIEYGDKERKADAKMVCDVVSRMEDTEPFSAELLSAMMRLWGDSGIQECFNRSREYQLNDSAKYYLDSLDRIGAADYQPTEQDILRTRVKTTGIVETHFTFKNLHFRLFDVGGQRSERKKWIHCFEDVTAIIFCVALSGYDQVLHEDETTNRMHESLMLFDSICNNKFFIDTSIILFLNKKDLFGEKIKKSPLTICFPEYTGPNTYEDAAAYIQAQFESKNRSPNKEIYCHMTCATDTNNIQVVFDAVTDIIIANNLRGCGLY
# Bcl-2 Bim block = disrupts Bim peptide binding to human Bcl-2. P10415. inhibition, % at 10 µM. hit rate 0.06% among 190,000. Bead-based flow cytometry, Bim peptide-Bcl-2 binding; in the data active = inhibition above about 40%; inconclusive = no clear call, values can overlap the other calls;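 note: 0% = no compound wells with probe peptide and 100% = reference peptide inhibitor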
# Bim-Bfl-1 = disrupts Bim binding to human Bfl-1 | hit rate 0.12% among 190,000 | Bead-based flow cytometry, Bim-Bfl-1 binding inhibition | AID 1008 | inhibition, % at 10 µM;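 note: 0% = wells without compound plus tracer and 100% = blocker peptide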
# Bim-Bcl-W = disrupts Bim peptide binding to human Bcl-W; Q92843; hit rate 0.02% among 190,000; bead-based flow cytometry; inhibition, % at 10 µM;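 note: 0% = bound tracer without compound and 100% = peptide blocker; higher means less fluorescent Bim peptide bound to Bcl-W beads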
# Target sequence (Q92843 whole entry, looked up): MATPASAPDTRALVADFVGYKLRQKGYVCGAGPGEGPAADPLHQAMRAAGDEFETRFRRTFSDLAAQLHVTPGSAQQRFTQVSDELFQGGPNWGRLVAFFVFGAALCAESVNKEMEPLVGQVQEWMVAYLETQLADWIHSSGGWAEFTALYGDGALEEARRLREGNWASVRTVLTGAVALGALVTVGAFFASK
# RGS7-Gao = modulates binding of RGS7 to human Galphao; Multiplexed bead flow cytometry; actives lie on both sides; binding response (% of control), % at 10 µM; hit rate 0.35% among 220,000; AID 1439; in the data active = binding response below about 49% or above about 150%; inconclusive = no clear call, values can overlap the other calls; inactive = in between;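 note: fluorescent Galphao held in activated GDP-AlF4 state binding bead-coupled RGS7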
# Mcl1 Bid PPI = Mcl-1/Bid interaction inhibition; Q07820; TR-FRET Mcl-1/Bid-Dy647 peptide binding, 1536-well; inhibition, % at 21.7 µM; hit rate 0.97% among 220,000;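 active = compounds that cut the binding signal by more than half at the single screening dose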;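 note: His-tagged Mcl-1 with europium anti-His antibody binding Bid BH3 peptide; 0% = Mcl-1 plus peptide wells and 100% = peptide-only wells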
# GSH fluor = compound fluoresces at 488/530 nm on GSH beads | GSH beads flow cytometry, compound fluorescence 488/530 nm; hits give high values | fluorescence (KMESF) at 10 µM | hit rate 0.25% among 190,000; in the data active = fluorescence above about 89;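 note: glutathione beads carrying GST-tagged Bcl family fusion proteins plus one bare bead set; values are compound well signal with DMSO vehicle wells as background; inactives centre near 16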
# RGS4-Gao reg = human RGS4-Galphao interaction regulation. AID 1415. hit rate 0.33% among 220,000. binding response (% of control), % at 10 µM. Multiplexed bead flow cytometry, RGS4-Galphao binding; actives lie on both sides. P09471; in the data active = binding response below about 49% or above about 150%; inactive = in between;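 note: fluorescent Galphao activated with aluminum fluoride binding bead-coupled RGS4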
# Bim-Mcl-1 = inhibitors of Bim-Mcl-1 interaction, human | Q07820 | Bead-based flow cytometry, Bim peptide-Mcl-1 binding | inhibition, % at 10 µM | hit rate 0.1% among 190,000 | AID 1009;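 note: 0% = no compound tracer wells and 100% = peptide blocker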
# Bcl-B Bim block = disrupts Bim peptide binding to human Bcl-B; Q9HD36; bead-based flow cytometry; inhibition, % at 10 µM; hit rate 0.073% among 190,000;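 note: 0% = tracer peptide without compound and 100% = reference inhibitor peptide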
# Target sequence (Q9HD36 whole entry, looked up): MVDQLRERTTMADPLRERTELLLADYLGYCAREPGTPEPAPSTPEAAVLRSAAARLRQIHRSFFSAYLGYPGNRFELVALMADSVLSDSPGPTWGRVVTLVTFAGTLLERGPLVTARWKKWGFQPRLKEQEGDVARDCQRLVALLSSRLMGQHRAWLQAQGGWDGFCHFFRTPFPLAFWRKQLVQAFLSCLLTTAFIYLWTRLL
# Bcl-XL Bim block = human Bim-Bcl-XL interaction inhibition; inhibition, % at 10 µM; Bim peptide-Bcl-XL binding, bead flow cytometry, fluorescence; Q07817; hit rate 0.04% among 190,000
# Target sequence (Q07817 whole entry, looked up): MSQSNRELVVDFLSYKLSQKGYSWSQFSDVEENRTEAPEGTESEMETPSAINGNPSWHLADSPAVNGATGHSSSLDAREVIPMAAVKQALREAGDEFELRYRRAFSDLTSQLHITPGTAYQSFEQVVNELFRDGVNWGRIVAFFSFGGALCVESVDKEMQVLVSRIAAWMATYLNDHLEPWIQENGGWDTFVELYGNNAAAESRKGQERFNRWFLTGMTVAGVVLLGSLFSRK
# The depositor's hits bear a star; ? = inconclusive; · = not tested or not shown; & = joins results of further samples. Cut-off read from the data, not from the text of the source, unless noted: active = inhibition above about 40%.
SMILES,RGS8-Gao,Bcl-2 Bim block,Bim-Bfl-1,Bim-Bcl-W,RGS7-Gao,Mcl1 Bid PPI,GSH fluor,RGS4-Gao reg,Bim-Mcl-1,Bcl-B Bim block,Bcl-XL Bim block
Cc1ccn(Cc2n[nH]c(=S)n2Cc2ccccc2)n1,105,-4,1,3,112,-29,5,110,0,-11,-1
Cc1noc(C)c1COc1ccc(C(=O)OCC(=O)Nc2ccc3ccccc3c2)cc1,102,-12,-18,-2,99,-3,26,101,-5,-8,-8
O=C(c1ccccc1)N1CCCCC(Sc2nnnn2-c2ccccc2)C1=O (stereo not drawn),105,-1,1,-4,103,-9,63,105,-3,-7,-6
Cc1cc(=O)n2[nH]c(C)c(-c3ccc(Cl)cc3)c2n1,97,-1,-6,4,102,-30,21,105,0,2,-2
Cc1ccc(NC(=O)N2CCCC2C(=O)NCCC2=CCCCC2)cc1 (stereo not drawn),118,-7,-5,-3,106,-15,12,108,-4,-1,-3
O=C(CNC(=O)c1ccccc1O)N/N=C/c1cc(Br)ccc1OC(=O)/C=C/c1ccco1,92,-18,-4,-13,83,-169,9,95,-3,-27,-3
CCOC(=O)c1sc(NC(NC(=O)c2ccco2)(C(=O)OC)C(F)(F)F)nc1C (stereo not drawn),103,-5,-6,0,105,-19,49,101,-6,-9,-18
COc1cccc(C(=O)/C=C/Nc2ccc(S(=O)(=O)Nc3cnc4ccccc4n3)cc2)c1,93,-4,-5,-4,88,-74,12,92,-2,-6,-8
O=C(COc1ccc(C(=S)N2CCOCC2)cc1)Nc1ccccc1C(F)(F)F,98,-1,-3,-2,106,-33,11,97,-2,-5,-2
CCOc1ccc2c(c1)C(c1ccc(C)cc1)=NNC(c1ccc(OC)cc1)=N2,98,-10,-12,0,98,-13,4,96,0,-6,-3
COCCn1c(CCc2ccccc2)n[nH]c1=S,104,-3,-3,0,94,-46,27,98,0,-7,0
Cn1cnnc1SCC(=O)Nc1ccc2nc(SCc3ccccc3Cl)sc2c1,99,1,1,-2,98,21,27,93,0,0,-3
CCOc1ccc(-n2c(SCc3ccc(C#N)cc3)nnc2-c2cccnc2)cc1,100,-2,0,-1,100,-10,18,100,-3,0,0
N#Cc1cc2c(=O)n3ccccc3nc2n(CCCn2ccnc2)c1=N,98,1,-1,0,95,·,36,94,0,7,2
Nc1nonc1-c1noc(COc2ccccc2Cl)n1,101,-8,-15,2,102,-12,12,101,2,-7,0
Fc1ccc(Oc2ncccn2)c(F)c1,112,-3,0,0,98,-14,6,101,-1,-3,0
Cc1nonc1OCCNc1ccc([N+](=O)[O-])cc1,107,-1,0,-2,102,-21,7,102,-2,-3,-5
CCO[C@H]1OC(C(=O)N2CCCCCCC2)=C[C@@H](c2ccc(C(F)(F)F)cc2)[C@@H]1CCCO,107,-7,-7,-3,106,5,20,105,-4,-3,-4
CC1(C)Cc2c(c(N3CCOCC3)nc3sc4c(N5CCOCC5)nnnc4c23)CS1,105,-2,-5,0,100,-20,28,104,0,-11,-4
C=CCN(c1ccc(C(=O)Nc2ccc(C)cc2)cc1)S(C)(=O)=O,100,-6,-9,-5,101,-33,11,101,0,-3,-7
Cc1ccc2nc(CSc3nnc(Nc4ccccc4F)s3)cc(=O)n2c1,101,2,-1,-3,96,-8,9,94,-2,1,-5
CCOC(=O)C(C)c1n[nH]c(=O)c2ccccc12 (stereo not drawn),99,-6,-11,1,97,-18,14,99,0,-5,-2
COC(=O)c1ccccc1-c1ccc(/C=N/NC(=O)c2cc3ccccc3o2)o1,85,-1,1,-1,88,21,14,87,-10,-6,1
CCC(=O)Oc1ccc(C(=O)Nc2cccc(C(=O)NCC(C)C)c2)cc1,97,4,4,0,98,-28,12,95,0,-1,1
CCN1CCN(C(=S)NC(=O)/C=C/c2cccs2)CC1,100,0,-2,-2,102,-35,16,102,-1,-13,0

# Entries shown so far that have a cyano group, in the order listed:
SMILES,RGS8-Gao,Bcl-2 Bim block,Bim-Bfl-1,Bim-Bcl-W,RGS7-Gao,Mcl1 Bid PPI,GSH fluor,RGS4-Gao reg,Bim-Mcl-1,Bcl-B Bim block,Bcl-XL Bim block
CCOc1ccc(-n2c(SCc3ccc(C#N)cc3)nnc2-c2cccnc2)cc1,100,-2,0,-1,100,-10,18,100,-3,0,0
N#Cc1cc2c(=O)n3ccccc3nc2n(CCCn2ccnc2)c1=N,98,1,-1,0,95,·,36,94,0,7,2

# Continuation:
SMILES,RGS8-Gao,Bcl-2 Bim block,Bim-Bfl-1,Bim-Bcl-W,RGS7-Gao,Mcl1 Bid PPI,GSH fluor,RGS4-Gao reg,Bim-Mcl-1,Bcl-B Bim block,Bcl-XL Bim block
COc1cc(CC(=O)NCC2COc3ccccc3O2)cc(OC)c1OC (stereo not drawn),98,-1,-4,0,?,-22,12,97,0,-4,-1
Nc1ncc2c(n1)-c1cc(Cl)ccc1SC2,99,-5,1,-2,93,-8,9,99,-1,-4,0
COc1ccc(N(CC(=O)Nc2cccc(N(C)S(C)(=O)=O)c2)S(=O)(=O)c2ccccc2)cc1Cl,98,-8,-5,-1,100,-20,10,97,0,-2,-4
COC(=O)C/C(C)=N/Nc1ccc(S(=O)(=O)N2CCCC2)cc1[N+](=O)[O-],91,-6,-8,-9,98,-34,18,97,-5,-10,-12
c1ccc(-c2ccc(C(c3ccccc3)n3ccnc3)cc2)cc1 (stereo not drawn),107&98,2&-3,0&0,0&-2,102&94,6&-4,20&67,101&96,-4&-1,-4&-1,-5&-1
CCN(C(=O)CSc1nc2ccccc2c(=O)n1C(C)COC)C1CCS(=O)(=O)C1 (stereo not drawn),105,-3,-5,-2,99,-9,14,103,-3,-5,-3
CS/C(=N\S(=O)(=O)c1cccs1)Nc1ccc(F)cc1,101,-3,-10,-5,98,5,18,100,-2,-12,-10
COc1c(F)c(F)c(C(=O)Nc2ccc(-c3nc4ccccc4[nH]3)cc2)c(F)c1F,101,0,-6,0,103,-32,18,100,1,-4,-2
O=C(CSc1ncn(-c2ccccc2)n1)Nc1nc2ccccc2s1,100,-3,3,-2,108,4,14,99,-3,-7,-6
CCN(CC)S(=O)(=O)c1ccc(Cl)c(NC(=O)CSc2nnc(-c3cccs3)o2)c1,99,-3,-2,-1,98,-30,9,101,-1,-4,-3
CCCC(=O)N1CCN(S(=O)(=O)c2cc(Cl)ccc2OC)CC1,101,-1,-2,1,106,-10,23,107,0,-1,0
CC(C)OC(=O)CSc1nnc(-c2ccc([N+](=O)[O-])cc2)o1,106,-2,-4,-5,102,7,16,100,-3,0,-3
COCCNC(=S)N(CCc1c(C)[nH]c2ccc(Cl)cc12)Cc1cccs1,100,-4,0,-4,103,-34,65,103,1,-4,-4
Cn1cc(CC(=O)Nc2cccc(C#N)c2)c2ccccc21,103,-2,-8,6,99,-61,7,102,2,0,-1
CC1CCCN(C(=O)COc2ccc(NC(=O)c3cccs3)cc2)C1 (stereo not drawn),98,2,2,-1,91,-40,17,93,-3,0,0
O=C(CCC(=O)c1ccc(F)cc1)Nc1cccc(S(=O)(=O)Nc2cccc(Cl)c2)c1,101,0,7,-2,104,13,9,103,-3,0,-6
COC(=O)c1c(C)[nH]c(C(=O)NCc2ccco2)c1C,102,0,-3,-2,?,-33,14,99,-2,-6,-4
O=C(NC(CC(=O)N1CCN(c2ccccc2)CC1)c1ccccc1)c1ccccc1Cl (stereo not drawn),102,0,-1,-2,99,-40,6,101,-5,-6,-6
COc1ccc(C(=O)Nn2c(SCC(=O)NC3CCCC3)nc3ccccc3c2=O)cc1,99,-7,-20,-2,102,-27,21,99,-2,-10,-10
CCOC(=O)c1csc(NC(=O)c2ccc(S(=O)(=O)N(CC)CC)cc2)n1,119,-4,0,4,108,-4,13,120,-4,-5,1
COc1ccc(-n2c(C)nn(C)c2=O)c(OC)c1,95,-4,-1,-3,103,-13,15,101,-4,0,-5
CC(NC(=O)c1ccccc1)c1nc2ccccc2n1Cc1ccccc1F (stereo not drawn),96,-4,-5,-5,90,-8,11,88,-2,-2,-2
O=C(CNC(=O)c1ccc2c(c1)OCO2)N/N=C/c1cccc([N+](=O)[O-])c1,103,2,-3,1,102,-25,19,101,1,-1,0
CCOc1ccc(NC(=O)CNC(=O)c2cn(-c3ccccc3OC)c(=O)c3ccccc23)cc1,107,-3,-5,-3,104,12,38,106,-7,-5,-9
Cc1cccc(-n2ncc3c(NCCc4ccc(S(N)(=O)=O)cc4)ncnc32)c1,100,-2,-9,-5,107,-11,16,100,-1,-7,-3
SMILES,RGS8-Gao,Bcl-2 Bim block,Bim-Bfl-1,Bim-Bcl-W,RGS7-Gao,Mcl1 Bid PPI,GSH fluor,RGS4-Gao reg,Bim-Mcl-1,Bcl-B Bim block,Bcl-XL Bim block
Cc1cc(C)n(-c2ccc(C(=O)NC(C)C)cc2)n1,100,-9,-9,-1,103,9,51,98,-4,-9,3
O=C1CC(c2cccc(F)c2)C2=C(CCCC2=O)N1 (stereo not drawn),101,-9,-11,2,101,-8,11,104,-2,-8,-7
O=C(NCC(=O)N(c1ccccc1)C(C(=O)NC1CCCCC1)c1cccnc1)c1cccs1 (stereo not drawn),102,-1,-4,-1,103,-9,9,101,1,-1,0
Cc1[nH]c2ccccc2c1/C=N/NC(=O)c1cccc(S(=O)(=O)Nc2cccc(C(F)(F)F)c2)c1,102,1,-1,3,112,-21,10,104,5,-1,-2
CCOc1cc(/C=N/NC(=O)C(=O)NC2CC2)cc(Br)c1O,100,-9,-14,-6,103,-44,21,102,-6,-11,-13
CC(C)CCNc1nc(N2CCCC2)c2c(c1C#N)CCN(C)C2,104,-15,-16,-4,105,-33,28,105,-5,-5,-8
O=C(CSc1ccc(-c2ccco2)nn1)NCc1ccccc1,99,-7,-7,-3,98,-1,19,100,-4,-9,-7
COc1ccc2cc(Br)ccc2c1CC(=O)NC(C)C,104,-1,-7,0,103,4,17,105,0,-4,0
Cc1ccc(CNC(=O)/C=C/c2ccc(S(=O)(=O)NCc3ccco3)cc2)cc1,102,-9,-13,-3,98,-20,11,101,-3,-9,-5
O=C(CSc1nc(-c2ccccc2)cc(C(F)(F)F)n1)N1CCOCC1,106,6,5,7,102,77*,39,105,1,8,5
C/C(CCN1CCCCc2nc(C)c(C)cc21)=N\O[C@@H](C)c1cn([C@H](CO)Cc2ccccc2)nn1,103,-3,0,-3,98,-6,20,98,-1,-4,-2
O=S(=O)(NCC1CCCO1)c1ccc(S(=O)(=O)N2CCCC2)cc1 (stereo not drawn),97,-2,-5,-6,100,-2,24,101,-5,-5,-3
COc1cccc(NC(=O)c2ccc3snnc3c2)c1,100,-25,-25,-26,98,-9,29,99,-24,-31,-26
COc1ccc(-c2ncncc2-c2csc(C)n2)c(O)c1,103,-8,-12,0,104,-16,25,103,-2,-7,-10
COc1ccc(CN(Cc2ccccn2)C(=O)CN2C(=O)C(C)Oc3ccccc32)cc1 (stereo not drawn),100,0,-1,-3,98,3,9,100,0,0,0
CCN(CC)S(=O)(=O)c1cc(NC(=O)COC(=O)CCc2nc3ccccc3s2)ccc1C,99,-1,-2,-2,100,2,11,98,-1,-2,-2
CC(=O)Oc1c(S(=O)(=O)c2ccccc2)c(C)nn1C(C)(C)C,98,-5,-18,0,100,-10,35,99,0,-8,-11
COc1cc2c(cc1OC)C(c1cccc([N+](=O)[O-])c1)NC(=O)C2 (stereo not drawn),94,0,2,0,94,-13,21,96,0,3,0
CN(C)c1nc(-c2cccnc2)nc(-c2ccc(Cl)cc2)c1C#N,100,-3,-3,-2,?,13,14,101,-4,-4,-1
